Ins promoter up: MIN6 insulin promoter up-regulation. MIN6 insulin promoter-GFP reporter, high-content imaging; active compounds read high. z-score at 5 µM. 0.3% of 190,000 active;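 active = z-score above 3 at 5 µM with at least 500 cells counted in the well; inconclusive = wells under 500 cells, flagged as cytotoxic or low count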
West Nile virus CPE: inhibition of WNV-induced cytopathic effect – cell-based, CPE readout (AID 1621). CPE inhibition, % at 10 µM, or IC50 in µM where a hit was titrated. 0.02% of 290,000 active. West Nile virus-infected cells, CPE inhibition; higher % means a stronger effect; in the data active = a potency from the dose series; inconclusive = CPE inhibition mostly from about 3.7% at the one dose, without a potency; inactive = the rest, 99 in 100 with CPE inhibition below about 2.2%; note: strong numbers were not always called active
RSV CPE inhibition: inhibition of RSV-induced cytopathic effect – HEp-2 cells, primary 10 µM value included (AID 2391); HEp-2 cells, RSV-induced CPE inhibition; higher % means a stronger effect; CPE inhibition, % at 10 µM, or IC50 in µM where a hit was titrated; 0.13% of 310,000 active; in the data active = a potency from the dose series; inconclusive = CPE inhibition mostly from about 23% at the one dose, without a potency; inactive = the rest, 99 in 100 with CPE inhibition below about 21%; note: strong numbers were not always called active
TNAP activation fold: human TNAP enzyme activators, primary screen, biochemical, luminescent, no phosphate acceptor, uHTS (AID 1001); purified TNAP, luminescent activation assay, no phosphate acceptor; higher activation fold means a stronger effect; one-dose activation fold at 20 µM; EC50 in µM for titrated hits; 0.03% of 200,000 active; in the data active = activation fold from about 3, or a potency from the dose series; inactive = the rest, 99 in 100 with activation fold below about 1.6; note: many of its hits are not listed in these tables
PMI inhibitors: inhibitors of human PMI, primary screen, biochemical, fluorescence intensity, coupled assay (AID 1209); purified PMI enzyme, coupled fluorescence intensity; higher % means a stronger effect; inhibition, % at 20 µM; hits with a dose series show IC50 in µM; 0.42% of 190,000 active;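 note: plate controls were DMSO vehicle for no effect and wells lacking substrate for full effect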
SV40 large T antigen: TAg ATPase/helicase activity blockers – biochemical (AID 1903); SV40 large T antigen ATPase/helicase inhibition assay; higher % means a stronger effect; one-dose inhibition, % at 20 µM; IC50 in µM for titrated hits; 0.39% of 310,000 active; in the data active = a potency from the dose series; inconclusive = inhibition mostly from about 32% at the one dose, without a potency; inactive = the rest, 99 in 100 with inhibition below about 32%; note: strong numbers were not always called active
PMI inhibition: human PMI inhibitors, high substrate, primary screen, biochemical, fluorescence intensity, high mannose 6-phosphate (AID 1220); inhibition, % at 20 µM; hits with a dose series show IC50 in µM; recombinant PMI enzyme, coupled fluorescence intensity; higher % means a stronger effect; 0.66% of 190,000 active
ER stress rescue: protection against thapsigargin-triggered cell killing – 384-well, CSM14.1, ATP luminescence, primary screen (AID 1222); cellular ATP content (survival), % at 20 µM, or EC50 in µM where a hit was titrated; CSM14.1 thapsigargin-induced death rescue, ATP luminescence; higher % means a stronger effect; 190,000 tested, under 10 active;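 active = EC50 below 50 µM in the dose-response confirmation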;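 note: death triggered by thapsigargin at about 15 µM added after 2 h compound pretreatment; cell ATP read after overnight thapsigargin exposure of roughly 18 to 22 hours; normalized against plate controls of thapsigargin alone and 5% DMSO vehicle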
Salmonella PhoP GFP: PhoP-dependent GFP reporter repression – Salmonella Typhimurium, primary screen (AID 1863). S. Typhimurium PhoP-regulated promoter GFP reporter, 4 h; higher % means a stronger effect. one-dose inhibition, % at 50 µM; IC50 in µM for titrated hits. 0.16% of 300,000 active;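 active = inhibition over 29.93%, a cutoff 3 SD above the screen mean, later confirmed by dose response; inconclusive = inhibition over 29.93% but no dose response follow-up; inactive = inhibition at most 29.93% or unconfirmed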;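 note: 0% = low Mg2+ inducing control and 100% = high Mg2+ repressing control; strong numbers were not always called active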
Ins promoter up cell count: recorded beside Ins promoter up, whose call it bears; cell count; measured here: cytotoxicity, nuclei count;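 total cells summed across four imaged fields per well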
* marks the source's active call; other numbers are inactive results; ? = inconclusive; nt = no result given. Cut-off read from the data, not from the text of the source, unless noted: active = inhibition above about 50%; inactive = the rest.

molecule	Ins promoter up	Ins promoter up cell count	West Nile virus CPE	RSV CPE inhibition	TNAP activation fold	PMI inhibitors	SV40 large T antigen	PMI inhibition	ER stress rescue	Salmonella PhoP GFP
Cc1nn(C)cc1-c1n[nH]c(=S)n1-c1ccc(Cl)cc1	0.09	1336	-0.1%	0.8%	1	4%	16%	2%	-3.1%	10%
CC(C)c1nnc(NC(=O)CCC(=O)NC2CC2)s1	nt	nt	-0.2%	-0.3%	nt	nt	7%	nt	nt	-11%
COc1ccc(N(C(=O)c2ccco2)C(C(=O)NC2CCCC2)c2ccc(N3CCOCC3)cc2)c(OC)c1 (stereo not given)	nt	nt	-0.6%	0.0%	nt	nt	8%	nt	nt	2%
CC(=O)NC(CC(=O)NCCN1C(=O)S/C(=C\c2ccccc2)C1=O)c1ccccc1 (stereo not given)	-0.13	1369	-0.1%	-0.3%	nt	nt	11%	nt	nt	-10%
COc1ccc2c(c1)C(=NO)c1cc(OC)ccc1-2	-0.07	1611	1.7%	20%	1	12%	23%	12%	-0.3%	-10%
COc1cccc(CC2CC(=O)N(CCc3ccc4c(c3)OCO4)C2=O)c1 (stereo not given)	-0.87	834	-0.4%	10%	1.1	3%	21%	1%	0.8%	8%
Cc1cc(/C=N/O)c(C)n1-c1ccccc1	nt	nt	-0.2%	3.5%	1.1	0%	6%	-5%	-0.8%	22%
C/C(=N/Oc1nc(C)cc(C)n1)c1ccccc1	nt	nt	-0.5%	3.4%	1	7%	2%	9%	-2.1%	-6%
Cc1ccccc1NC(=O)NCCCCc1ccccc1	nt	nt	-0.5%	5.6%	nt	nt	22%	nt	nt	-7%
Fc1cc2[nH]c(=S)[nH]c2c(Br)c1N1CCSCC1	nt	nt	-0.7%	0.0%	nt	nt	13%	nt	nt	3%
CCCN1CCN(S(=O)(=O)c2ccc(-c3cc(C)no3)s2)CC1	nt	nt	-0.7%	1.0%	nt	nt	13%	nt	nt	-7%
COc1cc(C(=O)Nc2ccccc2N2CCOCC2)ccc1OCc1c(C)noc1C	-0.12	1259	-1.1%	3.4%	1.1	-2%	7%	-2%	0.7%	11%
Cn1nc(C(C)(C)C)c(NC(=O)c2sccc2Cl)c1C(C)(C)C	-0.36	1419	-0.1%	1.5%	nt	nt	1%	nt	nt	-7%
CCNC(=S)Nc1cc2oc3ccccc3c2cc1OC	nt	nt	-0.8%	13%	nt	nt	19%	nt	nt	-2%
COC(=O)CCC(=O)OC1(C)C(=O)C=C2C=C(C3CC3)N(CCN3CCOCC3)C=C2C1=O (stereo not given)	-0.17	947	0.4%	0.4%	nt	nt	9%	nt	nt	-1%
Cc1ccc([N+](=O)[O-])cc1NC(=O)C(C)N1CCCCC1 (stereo not given)	0.9	1168	0.2%	1.4%	1.1	3%	-2%	2%	-2.2%	5%
COC(=O)c1cc2c(cc1[N+](=O)[O-])OCO2	0.27	1283	-0.5%	0.3%	1	-29%	-2%	-16%	-0.3%	2%
Cc1sc2nc(CSc3ccccc3)nc(N3CCOCC3)c2c1C	-0.65	1214	-1.3%	8.5%	1.1	5%	6%	7%	-2.6%	-6%
Cc1onc(C(=O)NC(C)c2ccccc2)c1[N+](=O)[O-] (stereo not given)	-0.73	1265	0.2%	1.3%	1	-16%	2%	-10%	0.8%	-7%
CC1CCC(NC(=O)CCNC(=O)c2ccccc2)CC1 (stereo not given)	-0.18	1381	-0.5%	2.3%	1.1	-5%	-11%	-5%	-0.8%	1%
O=C(Nc1ccc(C(=O)N2CCCC2)cc1)c1ccc2c(c1)OCO2	-0.66	999	-0.8%	1.1%	1.1	-1%	5%	-1%	-2.1%	-6%
COc1cccc(-c2nnn(CC(=O)O)n2)c1	-0.02	1233	0.1%	1.8%	1.1	1%	1%	-5%	nt	-11%
COc1cccc(/C=N/Nc2snc(SC)c2C#N)c1O	-3	596	0.9%	?	1.1	-16%	23%	-12%	-4.7%	3%
Cc1nc(NCCO)c2nnn(Cc3ccccc3F)c2n1	0.23	1950	0.0%	1.1%	1.1	13%	5%	15%	-2.1%	13%
CCOc1ccc(CNCCNC(=O)c2nonc2N)cc1	0.17	1328	-0.2%	-2.1%	1	1%	10%	11%	-1.4%	-2%
CC1(C)CCC(=O)N2CC[C@H]3C[C@H](OC(=O)Nc4ccc5c(c4)OCO5)C[C@@H]1[C@H]32	nt	nt	-0.2%	0.1%	nt	nt	11%	nt	nt	5%
CCOc1ccc(Br)cc1CNCCN1CCOCC1	-1.5	1289	-0.1%	0.1%	1.1	-11%	1%	-13%	3.8%	1%
CC1(C)OC(c2ccccc2)=C/C(=C/C=N/NC(=O)c2ccncc2)O1	nt	nt	1.0%	-1.1%	0.7	-18%	14%	-36%	-2.1%	13%
Cc1nc(SCC(=O)NCc2ccco2)c2c(=O)n(C)c(=O)n(CC(C)C)c2n1	-1	1462	-0.8%	1.5%	1.2	1%	8%	-2%	-1.6%	-8%
COc1ccc(-c2nnc(NC(=O)c3ccc([N+](=O)[O-])o3)o2)c(OC)c1	nt	nt	-0.6%	8.6%	nt	nt	9%	nt	nt	4%
Cc1ccc(C(=O)Nc2ccccc2SCC2CSc3nc4ccccc4c(=O)n32)cc1 (stereo not given)	nt	nt	0.0%	11µM*	1.1	-3%	-2%	-1%	12%	7%
COc1ccc(-c2oc3cccnc3c2-c2ccc(OC)nc2)cc1	nt	nt	-0.2%	1.3%	nt	nt	2%	nt	nt	14%
Cc1ccccc1C(=O)Oc1cc(N)n(S(C)(=O)=O)n1	0.44	1580	1.1%	-1.1%	1	5%	10%	2%	-1.4%	15%
Cc1cccc(C)c1NC(=O)CCn1cnc2ccccc2c1=O	0.38	1572	-0.4%	2.9%	1.1	2%	11%	-4%	-1.1%	6%
CSc1ccccc1C(=O)NCc1ccc2c(c1)OCO2	0.61	902	0.9%	1.3%	1.1	15%	3%	8%	nt	-3%
O=C(Nc1ccc(C(F)(F)F)cc1)C1CCCN1S(=O)(=O)c1cccc2cccnc12 (stereo not given)	-0.07	1084	-0.1%	0.3%	0.9	-2%	12%	11%	-0.4%	-11%
CCCCc1nc2ccccc2c(NC(=O)CN(CC)CC)c1CCC	0.03	1056	-0.4%	-0.3%	1	11%	2%	4%	-0.5%	19%
Cc1cc2c(c(SCC(=O)NCc3ccccc3Cl)n1)C(=O)OC2	-0.21	1201	-0.1%	3.8%	1.1	-12%	8%	-6%	0.7%	3%
CC(=O)Nc1ccc(S(=O)(=O)Nc2ccc(C)c([N+](=O)[O-])c2)cc1	0.02	1219	0.0%	17%	1.1	114%*	5%	2%	3.5%	-3%
O=C(OCN1C(=O)c2ccccc2C1=O)/C(=C\c1ccco1)NC(=O)c1ccccc1	0	1434	0.4%	2.7%	1.1	2%	12%	5%	0.9%	7%
O=C(Cc1ccc2c(c1)CCCC2)Nc1ccccc1Br	-0.94	1329	0.0%	0.6%	1.1	5%	-3%	14%	-1.5%	-10%
O=C(CN1CCCc2ccccc21)NCc1ccccc1Cl	0.21	1468	-0.2%	2.6%	1	-14%	20%	-22%	0.7%	-3%
CCCc1nc(SCC(=O)c2ccc(OC)cc2)c2ccccc2n1	-1.2	1198	-1.0%	2.1%	1.1	10%	2%	4%	1.4%	-3%
Cn1c(=O)n(C)c2cc(S(=O)(=O)N3CCCc4ccccc43)ccc21	-0.09	1268	-0.3%	-0.3%	1.1	3%	-1%	-3%	-2.4%	15%
Cc1ccc(S(=O)(=O)NCc2csc(C)n2)cc1	nt	nt	-0.1%	0.7%	nt	nt	4%	nt	nt	-7%
CC1(C)c2[nH]c3ccccc3c2C[C@H]2C(=O)N(Cc3ccc(F)cc3)C(=O)N21	nt	nt	0.2%	4.0%	nt	nt	1%	nt	nt	-2%
O=C(Cc1ccc(Cl)cc1)Oc1cccc2cccnc12	0.06	1084	0.3%	1.0%	1.1	29%	7%	39%	-3.0%	6%
Cc1ccc(NC(=O)Nc2ncccc2C)cc1	1.2	1431	-0.2%	2.3%	0.9	-15%	7%	-7%	-1.2%	-9%
COc1ccc(Cl)cc1NC(=O)C1CCCN(S(=O)(=O)c2cccc3nonc23)C1 (stereo not given)	0.25	1262	-0.1%	nt	1	7%	16%	9%	-1.0%	-13%
CN(C)S(=O)(=O)Oc1ccc(Cl)cc1C(=O)Nc1ccc(F)cc1F	0.11	1483	-1.9%	1.1%	1.1	19%	15%	12%	-1.7%	-2%

3 of the compounds above, with values under each structure.
Below each SMILES – Ins promoter up | Ins promoter up cell count | West Nile virus CPE | RSV CPE inhibition | TNAP activation fold | PMI inhibitors | SV40 large T antigen | PMI inhibition | ER stress rescue | Salmonella PhoP GFP
O=C(Nc1ccc(C(F)(F)F)cc1)C1CCCN1S(=O)(=O)c1cccc2cccnc12 (stereo not given)
  -0.07 | 1084 | -0.1% | 0.3% | 0.9 | -2% | 12% | 11% | -0.4% | -11%
Cc1ccccc1C(=O)Oc1cc(N)n(S(C)(=O)=O)n1
  0.44 | 1580 | 1.1% | -1.1% | 1 | 5% | 10% | 2% | -1.4% | 15%
CCCc1nc(SCC(=O)c2ccc(OC)cc2)c2ccccc2n1
  -1.2 | 1198 | -1.0% | 2.1% | 1.1 | 10% | 2% | 4% | 1.4% | -3%

Continued:
molecule	Ins promoter up	Ins promoter up cell count	West Nile virus CPE	RSV CPE inhibition	TNAP activation fold	PMI inhibitors	SV40 large T antigen	PMI inhibition	ER stress rescue	Salmonella PhoP GFP
O=C(CNC(=O)c1ccc(Cl)cc1)Nc1ccc(S(=O)(=O)Nc2ncccn2)cc1	0.38	1355	1.1%	0.9%	nt	nt	21%	nt	nt	5%
COc1cc(NS(=O)(=O)c2ccc(NC(C)=O)cc2)cc(OC)c1	-2.3	877	-1.3%	3.7%	1.1	15%	3%	9%	2.6%	-5%
Cc1cccc(/C=C2/Sc3ccc(C(=O)N4CCOCC4)cc3NC2=O)c1	nt	nt	0.6%	?	nt	nt	6%	nt	nt	-8%
S=C1NC(c2ccccc2)=NCN1c1ccc(Cl)cc1	nt	nt	nt	4.5%	1.2	-2%	19%	-1%	-0.9%	0%

From PubChem BioAssay
